TRHR PAM – qHTS for Small Molecule Agonists and Allosteric Enhancers of Human TRH Receptor: Primary Screen for Enhancers; Thyrotropin-releasing hormone receptor (Homo sapiens), P34981; TRHR cells, fluo-8 calcium fluorescence, EC20 TRH enhancement; enhancement, % at 2 µM; hit rate 0.66% among 360,000; in the data active = enhancement above about 30%; note: 0% is about no effect
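TRHR-expressing cells loaded with fluo-8 calcium dye were read kinetically (ex 480/em 530) during compound addition, then stimulated with an EC20 of TRH (10 nM final). Enhancement of the Gq-mediated intracellular calcium response was scored.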
TRHR ag – qHTS for Small Molecule Agonists and Allosteric Enhancers of Human TRH Receptor: Primary Screen for Agonists; Thyrotropin-releasing hormone receptor (Homo sapiens), P34981; TRHR cells, calcium flux fluo-8, FDSS agonist mode; activation, % at 2 µM; hit rate 0.18% among 360,000; in the data active = activation above about 30%; note: 0% is about no effect
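TRHR-expressing cells, plated overnight in medium with 10% serum, were loaded with fluo-8 calcium dye at room temperature. After a 10 s baseline, library compound was pin-added and calcium release was recorded kinetically (ex 480/em 530) as agonist response.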
Pin1 inh – qHTS Assay to Find Inhibitors of Pin1; Peptidyl-prolyl cis-trans isomerase NIMA-interacting 1 (Homo sapiens), Q13526; Pin1 FP peptide displacement, HiFluor488, 10 min; Potency, µM (doses to about 115 µM), for inactives: at the top dose activity, negative = inhibition, hits mostly inhibitors; hit rate 0.009% among 390,000; AID 504891, 2011; active = well fitted inhibition curve with a large enough effect in the polarisation, with a control signal flat, not every such curve was filed as active; inconclusive = small, poorly fitted or top-dose-only effect, or effect the other way, or a change in a side signal; inactive = no such curve, though single readings can be large or run the other way; the % refers to the polarisation; note: potency is the fitted concentration of half-maximal effect; % is set by controls: 0 for no effect and ±100 for the full control effect
Target sequence (Q13526 whole entry, looked up): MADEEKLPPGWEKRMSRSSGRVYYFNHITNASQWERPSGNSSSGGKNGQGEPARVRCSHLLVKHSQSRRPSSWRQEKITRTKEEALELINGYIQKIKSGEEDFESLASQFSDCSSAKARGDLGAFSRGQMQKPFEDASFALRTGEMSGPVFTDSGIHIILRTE
TrxR1 inh – qHTS Assay for Inhibitors of Mammalian Selenoprotein Thioredoxin Reductase 1 (TrxR1): qHTS; hit rate 1% among 390,000; Potency, µM (highest dose often 114 µM), inactives show at the top dose activity change, negative = inhibition, hits mostly inhibitors; recombinant rTrxR1, NADPH fluorescence consumption, selenite substrate; AID 588453, 2011; note: potency is the fitted concentration of half-maximal effect; % is set by controls: 0 for no effect and ±100 for the full control effect; nearly all actives have a fitted effect of over 65% in size
Target sequence (O89049 whole entry, looked up): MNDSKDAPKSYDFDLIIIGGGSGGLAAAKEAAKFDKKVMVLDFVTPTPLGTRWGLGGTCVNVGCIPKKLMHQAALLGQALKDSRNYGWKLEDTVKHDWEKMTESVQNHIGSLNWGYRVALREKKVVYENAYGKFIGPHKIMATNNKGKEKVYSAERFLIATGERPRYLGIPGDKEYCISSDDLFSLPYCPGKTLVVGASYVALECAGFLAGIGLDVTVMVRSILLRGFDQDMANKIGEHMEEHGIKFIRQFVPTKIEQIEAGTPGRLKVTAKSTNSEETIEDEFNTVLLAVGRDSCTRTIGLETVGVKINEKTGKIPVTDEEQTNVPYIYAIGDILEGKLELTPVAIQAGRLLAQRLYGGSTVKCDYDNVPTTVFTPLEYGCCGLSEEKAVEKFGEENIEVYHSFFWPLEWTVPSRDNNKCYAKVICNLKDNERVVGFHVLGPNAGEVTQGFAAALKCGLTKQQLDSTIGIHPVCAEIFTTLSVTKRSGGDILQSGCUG
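Rat TrxR1 (90 nM in the dispensed reagent) was pre-reduced with 400 uM NADPH for 5 min at room temperature, then incubated with compound for 15 min. After 400 uM selenite was added, NADPH fluorescence (Ex 340/Em 450 nm) was followed for 8 min.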
USP1 inh – Inhibitors of USP1/UAF1: Primary Screen. Ubiquitin carboxyl-terminal hydrolase 1 (Homo sapiens), O94782. recombinant USP1/UAF1, Ub-Rhodamine cleavage fluorescence. Potency, µM (top dose mostly 57.1 µM), without a hit: top-dose activity change, negative = inhibition, hits mostly inhibitors. hit rate 0.23% among 390,000; note: potency is the fitted concentration of half-maximal effect; % is set by controls: 0 for no effect and ±100 for the full control effect; nearly all actives have a fitted effect of over 60% in size; inactives centre near -12
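In this screen, compounds sit with the deubiquitinase complex (1nM) for 15 min at room temperature before Ub-Rho is added at 150nM final. Fluorescence rise is then followed for 6 reads every 60 seconds.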
IDH1 R132H inh – qHTS for Inhibitors of mutant isocitrate dehydrogenase 1 (IDH1): qHTS. Isocitrate dehydrogenase [NADP] cytoplasmic (Homo sapiens), O75874. IDH1-R132H enzyme, NADPH consumption, diaphorase/resazurin fluorescence. Potency, µM (doses to about 76.6 µM), without a hit: at the top dose activity change, negative = inhibition, hits mostly inhibitors. hit rate 0.093% among 390,000. AID 602179, 2012; note: potency is the fitted concentration of half-maximal effect; % is set by controls: 0 for no effect and ±100 for the full control effect; nearly all actives have a fitted effect of over 65% in size
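IDH1-R132H (0.5 ug/mL) preincubated 30 min with compound, then NADPH (0.016 mM) and alpha-KG (2 mM) added; 80 min at RT, pH 7.5. Remaining NADPH coupled via diaphorase/resazurin to fluorescence (540/590 nm); concentration-response curves normalized to no-enzyme control.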
D2 antag – HTS Assay for Allosteric Antagonists of the Human D2 Dopamine Receptor: Primary Screen for Antagonists; D(2) dopamine receptor (Homo sapiens), P14416; HEK293 TREx D2 cells, calcium flux, dopamine EC80; inhibition, % at 10 µM; hit rate 2% among 340,000; AID 485344, 2010; in the data active = inhibition above about 30%; note: 0% is about no effect
Target sequence (P14416 whole entry, looked up): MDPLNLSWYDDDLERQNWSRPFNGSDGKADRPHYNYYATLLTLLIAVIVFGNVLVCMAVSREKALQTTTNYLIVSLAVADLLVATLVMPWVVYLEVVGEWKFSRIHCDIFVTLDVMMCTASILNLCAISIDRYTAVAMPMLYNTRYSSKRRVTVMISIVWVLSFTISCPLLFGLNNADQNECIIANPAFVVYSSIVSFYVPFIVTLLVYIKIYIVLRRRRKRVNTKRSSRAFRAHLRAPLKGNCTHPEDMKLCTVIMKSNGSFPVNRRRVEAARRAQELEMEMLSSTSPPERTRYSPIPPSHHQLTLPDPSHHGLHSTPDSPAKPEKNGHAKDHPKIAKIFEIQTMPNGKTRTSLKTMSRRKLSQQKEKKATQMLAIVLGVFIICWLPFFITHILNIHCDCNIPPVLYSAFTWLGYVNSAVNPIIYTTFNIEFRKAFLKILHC
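Measurement of antagonist activity uses fluorescent calcium dye in inducible HEK293 T-REx D2 cells: 10 s baseline, compound addition with 180 s read, EC80 dopamine addition with a further 180 s read.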
D2 ag – HTS Assay for Allosteric Agonists of the Human D2 Dopamine Receptor: Primary Screen for Agonists; D(2) dopamine receptor (Homo sapiens), P14416; HEK293 T-REx D2 cells, calcium flux agonist mode; activation, % at 2 µM; hit rate 0.53% among 340,000;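 active = activation over 3 SD above normal in the single-dose calcium agonist read, cut at about 30% in these data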; note: 0% is about no effect
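In this primary screen, compounds producing a positive calcium signal within 180 s of addition to tetracycline-induced, force-coupled HEK293 Trex D2 cells are flagged; cells are dye-loaded with a no-wash calcium kit beforehand.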
TrxR1 substrate – qHTS Assay for Substrates of Mammalian Selenoprotein Thioredoxin Reductase 1 (TrxR1): qHTS; Thioredoxin reductase 1, cytoplasmic (Rattus norvegicus), O89049; AID 588456, 2011; Potency, µM (titrated, usually from 114 µM), without a hit: at the highest dose activity change, negative = substrate turnover; purified TrxR1 substrate turnover, NADPH consumption readout; hit rate 0.01% among 390,000; note: potency is the fitted concentration of half-maximal effect; % is set by controls: 0 for no effect and ±100 for the full control effect; nearly all actives have a fitted effect of over 50% in size
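Rat TrxR1, dispensed at 90 nM, was prereduced with 400 uM NADPH (final) for 5 min at ~22 deg C, then incubated with compound 15 min before 400 uM selenite. A first-read NADPH fluorescence drop versus no-compound background flagged substrates.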
* marks the source's active call; other numbers are inactive results; u = inconclusive; x = no result given; & = joins results of further samples; [ ] = dose if it differs, or a comment. Unless noted, calls come from the whole dose curve; as a rule, active = well fitted inhibition curve with a large enough effect; inconclusive = small, poorly fitted or top-dose-only effect; inactive = no such curve, though single readings can be large or run the other way. A portion of the library; rates above refer to the full screens.

1	C=CCSc1nc2ccccc2n1S(=O)(=O)c1ccc(C)cc1
2	O=C(CN(C(=O)c1csnn1)c1cccc2ccccc12)NC1CCCC1
3	Cc1ccc(OCCNC(=O)c2cc(C3CC3)nc3c2cnn3C(C)C)cc1
4	COC(=O)c1ccc(NC(=O)c2cc(Cl)ccc2OC)cc1
5	CC1CCCC(NC(=O)COC(=O)c2ccccc2[N+](=O)[O-])C1C (stereo unspecified)
6	Cc1nc(NC(=O)c2ccc(OCC(C)C)cc2)sc1Cc1ccc2c(c1)OCO2
7	COC(=O)N/N=C/c1ccccc1
8	Cc1ccc(CNC(=O)c2ccc(N3CCC4(CC3)CC(c3cccc(Br)c3)=NO4)c(NC(=O)c3ccco3)c2)cc1
Screen / compound no.,1,2,3,4,5,6,7,8
TRHR PAM,-1,0,1,-5,3,3,-2,1
TRHR ag,1.5,1.5,-0.6,0.2,-1.2,0.5,1.2,0.5
Pin1 inh,-3%,5%,21%,-2%,-8%,14%,3%,38%[activator]
TrxR1 inh,20%[57.1 µM],12%[57.1 µM],28%,20%,22%[57.1 µM],17%,11%,33%[57.1 µM]
USP1 inh,-12%,-23%,-20%,-21%,6%,-22%,-22%,-18%
IDH1 R132H inh,6%,-7%,-7%,21%,14%,10%,0%,-8%
D2 antag,-9,8,16,26,-11,0,-22,-1
D2 ag,1.5,0.1,0.2,1.6,0.0,0.9,0.0,1.3
TrxR1 substrate,10%[57.1 µM],4%[57.1 µM],1%,10%,6%[57.1 µM],6%,3%,16%[57.1 µM]

9	COc1ccc(NC(=O)CSc2nc3c(oc4ccccc43)c(=O)n2-c2ccccc2)cc1OC
10	O=C(Nc1ccc(O)c(-c2nc3ccccc3o2)c1)C1(c2ccccc2)CCCC1
11	C[C@@H](CSc1ccccc1)CN1CC[C@H](O)CCC1=O
12	Cn1cc(/C=C(\C(=O)O)C(C(=O)O)=C2CCCCC2)c2ccccc21
13	COC(=O)c1cc(Br)c(=O)n(Cc2ccncc2)c1
14	CC(C)(C)c1ccc(C(=O)Nc2nnc(SCC(=O)NCC3CCCO3)s2)cc1 (stereo unspecified)
15	O=C(Nc1ccc2c(c1)OCO2)C1(S(=O)(=O)c2ccc(Cl)cc2)CC1
16	COCCN(C(=O)COC(=O)c1ccc(Cl)s1)c1c(N)n(Cc2ccccc2)c(=O)[nH]c1=O
Screen / compound no.,9,10,11,12,13,14,15,16
TRHR PAM,19,5,-4,2,3,5,-7,-4
TRHR ag,-0.2,1.7,0.5,0.0,0.7,0.2,-0.6,0.2
Pin1 inh,7%,-14%,-9%,-22%,1%,-1%,-9%,1%
TrxR1 inh,13%,31%[57.1 µM],-3%&6%,10%[11.4 µM],-7%,7%,11%,17%
USP1 inh,-13%,1%,21%,4%,-11%,-14%,-17%,-7%
IDH1 R132H inh,-3%,9%,-2%,20%,-1%,0%,9%,9%
D2 antag,x,-21,7,-10,-17,x,5,4
D2 ag,-0.4,-0.2,-0.1,-0.2,0.0,x,-0.2,1.0
TrxR1 substrate,1%,11%[57.1 µM],-9%&4%,7%[57.1 µM],-1%,-8%,26%,7%

17	COCCNC(=O)c1cc(-c2ccc(-c3ccccc3)cc2)nc2ccccc12
18	CCOc1ccc(NC(=O)c2sc(-n3nc(C)c(Cc4ccc(Cl)cc4)c3C)nc2C)cc1
19	CN(C)S(=O)(=O)N1CCCC(C(=O)c2ccc(C(F)(F)F)cc2)C1 (stereo unspecified)
20	Cn1ncc2nnn(-c3ccccc3)c(=O)c21
21	CCCCC1=CC2=CC(=O)C(C)(OC(=O)CC)C(=O)C2=CN1CCc1c[nH]c2ccccc12 (stereo unspecified)
22	C/C(=N\NC1=NCCN1)c1ccc(N)c([N+](=O)[O-])c1
23	CCN(CC)c1ncccc1C(=O)NCc1cccs1
24	O=C(C[n+]1ccccc1)N/N=C/c1ccc(Br)cc1
Screen / compound no.,17,18,19,20,21,22,23,24
TRHR PAM,9,0,-9,9,12,-3,8,-3
TRHR ag,0.7,1.2,-1.1,0.2,0.4,0.8,-0.3,-0.3
Pin1 inh,8%,-7%,-3%,5%,1%,0%,-14%,-1%
TrxR1 inh,10%,35%,2%[57.1 µM],-10%,-2%[57.1 µM],8%[57.1 µM],-1%,3%
USP1 inh,-21%,-4%,-1%,0%,-6%,-3%,-1%,-6%
IDH1 R132H inh,-6%,-14%,22%,2%,0%,8%,-4%,11%
D2 antag,-13,x,3,-4,-4,24,-13,27
D2 ag,0.4,1.5,1.0,-0.2,0.1,-1.1,0.3,-0.1
TrxR1 substrate,89%[activator],-2%,9%[57.1 µM],-7%,1%[57.1 µM],-5%[57.1 µM],1%,-1%

25	COc1c(OC)c2[nH]c(=O)cc3c4ccccc4n(c1=O)c23
26	O=C(Nc1ccccc1-c1ccccc1)c1cccc(C(F)(F)F)c1
27	CC1(C)CC(=O)C2=C(C1)Nc1cc(C(=O)c3ccccc3)ccc1NC2c1ccccn1 (stereo unspecified)
28	CCOC(=O)c1ccc(NC(=O)CSc2nnc(C3CCCCC3)n2C)cc1
29	CCOc1ccc(NS(=O)(=O)c2cc(C(=O)N(CC)CC(=O)NCc3cccs3)ccc2C)cc1
30	O=C(COC(=O)Cc1cccs1)NCC(=O)Nc1ccc(F)cc1
31	CCOc1ccc(NC(=O)CNC(=O)c2cn(-c3ccccc3OC)c(=O)c3ccccc23)cc1
32	CCN(CC)c1ccc(/C=C(/C#N)c2nc3ccccc3[nH]2)c(OC(C)C)c1
Screen / compound no.,25,26,27,28,29,30,31,32
TRHR PAM,2,24,0,5,-11,1,-3,x
TRHR ag,0.3,-0.5,-0.3,-0.4,3.8,0.5,0.0,x
Pin1 inh,-13%,33%[activator],-5%,-4%,-5%,0%,0%,u
TrxR1 inh,87%,11%,-19%,29%,13%,4%,-2%,-8%
USP1 inh,-9%,-8%,-23%,-9%,-14%,-22%,-24%,65%[activator]
IDH1 R132H inh,0%,4%,0%,0%,10%,8%,5%,1%
D2 antag,-3,-1,6,-13,15,-25,7,x
D2 ag,-0.7,-0.6,-0.1,0.4,4.5,0.6,0.1,x
TrxR1 substrate,173%[activator][57.1 µM],-5%,-11%,14%,-2%,4%,0%,-15%

33	Cc1ccc(CCNC(=O)c2cc(Nc3ccc(C)c(C)c3)nc3ccccc23)cc1
34	COc1ccc(N2CCN(c3ccc(NC(=O)C4CCCCC4)cc3C#N)CC2)cc1
35	CCCCCN(C(=O)CCCSc1nncs1)c1c(N)n(CCCC)c(=O)[nH]c1=O
36	COc1ccc(C2CC(c3ccco3)n3ncnc3N2)cc1 (stereo unspecified)
37	COc1cccc(NC(=O)c2sc3ncn(CC(=O)N4CCN(c5ccccn5)CC4)c(=O)c3c2C)c1
38	Cc1ccc(OCC(=O)NCc2cccnc2)cc1
39	CC(NC(=O)c1ccccc1Cl)C1CC2CCC1C2 (stereo unspecified)
40	Cn1c(COc2ccccc2)nnc1SCC(=O)Nc1ccc2c(c1)OCO2
41	O=c1c(Cc2ccc(F)cc2)c(O)ccn1Cc1cccc(Cl)c1
42	CS(=O)(=O)Nc1ccc(C(=O)Nc2cccc([N+](=O)[O-])c2)cc1
Screen / compound no.,33,34,35,36,37,38,39,40,41,42
TRHR PAM,-3,0,-7,37*,-3,-4,-5,-3,-2,8
TRHR ag,0.6,-0.2,0.3,0.2,-0.4,0.4,0.1,-0.8,0.4,0.5
Pin1 inh,7%,-12%,4%,-1%,25%,-10%,6%,-4%,-8%,-12%
TrxR1 inh,10%[57.1 µM],22%,-11%[57.1 µM],0%[57.1 µM],-2%,31%[57.1 µM],8%,9%,10%,1%[57.1 µM]
USP1 inh,-14%,-10%,-18%,-4%,u,0%,-10%,-22%,-23%,0%
IDH1 R132H inh,11%,5%,-18%,-6%,0%,27%,0%,6%,9%,4%
D2 antag,x,-12,-10,-5,-1,5,4,-14,-13,-11
D2 ag,0.0,0.1,-0.4,0.3,0.0,0.2,0.3,-0.9,10,0.4
TrxR1 substrate,8%[57.1 µM],43%,0%[57.1 µM],5%[57.1 µM],-10%,3%[57.1 µM],-1%,12%,-9%[57.1 µM],-3%[57.1 µM]

4 entries from above, with two lines to a compound:
Every second line gives: TRHR PAM, TRHR ag, Pin1 inh, TrxR1 inh, USP1 inh, IDH1 R132H inh, D2 antag, D2 ag, TrxR1 substrate
12) Cn1cc(/C=C(\C(=O)O)C(C(=O)O)=C2CCCCC2)c2ccccc21
  2, 0.0, -22%, 10%[11.4 µM], 4%, 20%, -10, -0.2, 7%[57.1 µM]
3) Cc1ccc(OCCNC(=O)c2cc(C3CC3)nc3c2cnn3C(C)C)cc1
  1, -0.6, 21%, 28%, -20%, -7%, 16, 0.2, 1%
33) Cc1ccc(CCNC(=O)c2cc(Nc3ccc(C)c(C)c3)nc3ccccc23)cc1
  -3, 0.6, 7%, 10%[57.1 µM], -14%, 11%, x, 0.0, 8%[57.1 µM]
21) CCCCC1=CC2=CC(=O)C(C)(OC(=O)CC)C(=O)C2=CN1CCc1c[nH]c2ccccc12 (stereo unspecified)
  12, 0.4, 1%, -2%[57.1 µM], -6%, 0%, -4, 0.1, 1%[57.1 µM]
